Screening data as filed in PubChem BioAssay.
ALOX12 inh: inhibitors of human 12S-lipoxygenase ALOX12. P18054. purified 12hLO, xylenol orange hydroperoxide absorbance. Potency, µM (series often up to 108 µM), for inactives: top-dose activity change, negative = inhibition, usual class: inhibitors. 1.1% of 580,000 active; active = well fitted inhibition curve with a large enough effect; inconclusive = small, poorly fitted or top-dose-only effect, or another doubt; inactive = no such curve, though single readings can be large or run the other way
Target sequence (P18054 whole entry, looked up): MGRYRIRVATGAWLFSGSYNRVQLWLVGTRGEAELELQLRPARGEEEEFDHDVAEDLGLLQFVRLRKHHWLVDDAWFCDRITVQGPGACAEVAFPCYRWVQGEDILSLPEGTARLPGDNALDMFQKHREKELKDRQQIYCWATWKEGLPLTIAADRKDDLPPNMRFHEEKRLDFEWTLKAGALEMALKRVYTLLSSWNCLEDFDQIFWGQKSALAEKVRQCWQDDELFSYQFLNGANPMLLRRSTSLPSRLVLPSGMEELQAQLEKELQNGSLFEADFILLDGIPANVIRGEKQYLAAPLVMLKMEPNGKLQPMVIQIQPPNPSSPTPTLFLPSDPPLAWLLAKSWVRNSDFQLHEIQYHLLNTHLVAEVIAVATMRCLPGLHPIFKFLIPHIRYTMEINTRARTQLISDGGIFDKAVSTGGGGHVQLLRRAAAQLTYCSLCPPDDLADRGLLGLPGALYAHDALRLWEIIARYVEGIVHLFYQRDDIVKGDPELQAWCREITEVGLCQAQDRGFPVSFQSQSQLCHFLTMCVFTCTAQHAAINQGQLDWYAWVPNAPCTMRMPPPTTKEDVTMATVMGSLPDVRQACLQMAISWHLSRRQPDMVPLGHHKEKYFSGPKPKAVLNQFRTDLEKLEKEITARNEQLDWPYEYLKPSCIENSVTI
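Hydroperoxide product was detected by ferrous iron/xylenol orange as the 573 to 405 nm absorbance ratio. Arachidonic acid at 40 uM (final) was turned over for 30 min at room temperature by 150 nM human 12hLO, pH 7.0 Hepes buffer, after 15 min compound preincubation.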
Numbers without * were called inactive; u = inconclusive; [ ] = remark or other dose. % is scaled to controls: 0 for no effect and ±100 for the full control effect; potency is read from the fitted curve at half-maximal effect. An excerpt. The share of hits here may be higher or lower than overall.

SMILES	ALOX12 inh
O=S(=O)(NC[C@H]1C[C@@H]2CCN1C[C@@H]2CN1CCN(c2ccccn2)CC1)c1ccccc1	-25.1%
Cc1ccc(C)c(S(=O)(=O)N2[C@H]3CC[C@@H]2c2cnc(-c4ccccc4)nc2C3)c1	u
CC(C)CN1C[C@@H]2OCC(=O)N(Cc3cccnc3)[C@@H]2C1	10.6%[176 µM]
C=CCN(C)C[C@H]1CN2CC[C@H]1C[C@@H]2CNC(=O)Nc1ccccc1	15.6%[176 µM]
COc1ccccc1CNC(=O)[C@H]1CN2CCC1C[C@@H]2Cn1cc(CSc2ccccc2)nn1 (some centres undefined)	-1.7%
COc1ccc(-c2cn(C[C@H]3CC4CCN3C[C@@H]4C(=O)NCCNC(C)=O)nn2)cc1 (some centres undefined)	15.0%[176 µM]
COC1CC(OC2CCC3(C)C(CC[C@@H]4[C@@H]3CCC3(C)C(C5=CC(=O)OC5)C(OC(C)=O)CC43O)C2)OC(C)C1O (some centres undefined)	-4.4%
O=C(Cc1c[nH]c2ccccc12)N1CCN(Cc2ccccc2)CC1	u
Cc1ccc(-n2cccc2CC(=O)N2CCN(C3CCN(C)CC3)CC2)cc1	u
CN(C)CCN(C)C[C@H]1CN2CC[C@H]1C[C@@H]2CNC(=O)c1ccc(N(C)C)cc1	43.5%[activator][176 µM]
CCC1c2cccn2-c2ccccc2CN1C(=O)Nc1ccc(F)cc1 (centres undefined)	-56.1%
O=C(O)C1=NOC2CN(Cc3ccccc3)CC12 (centres undefined)	u
Cc1cccc(C(=O)N2CCC3(CC2)c2nccn2-c2ccccc2CN3C)c1	71.8%[activator]
O=C(CCc1nc2ccccc2[nH]1)N1[C@H]2CC[C@@H]1c1cnc(-c3ccc(F)cc3)nc1C2	45.7%[activator]
CC(=O)Nc1ccc(-c2ccc3n(c2=O)C[C@H]2C[C@@H]3CN(C3CCN(C)CC3)C2)cc1	-1.1%[176 µM]
Cn1nc(C(=O)N[C@@H]2COCC[C@@H]2OCc2cscn2)c2ccccc21	19.1%
Cc1ncc2c(n1)C[C@@H]1CC[C@H]2N1S(=O)(=O)Cc1ccccc1	23.4%
C=CCN1CCN(C(=O)Cc2ccccc2)CC1	17.8%
C#C[C@H]1CN2CC[C@H]1C[C@@H]2CNC(=O)c1ccc2ccccc2c1	5.8%[176 µM]
O=C(NCc1ccc2c(c1)OCO2)[C@H]1CN2CCC1C[C@@H]2Cn1cc(-c2cccc(O)c2)nn1 (some centres undefined)	u
Cc1ccc(C(=O)NC[C@H]2C[C@@H]3CCN2C[C@@H]3c2cc(-c3cccs3)nn2C)cc1	61.5%[activator][176 µM]
O=C1CO[C@H]2CN(Cc3cccnc3)C[C@H]2N1	-2.0%[176 µM]
COc1cc2c(cc1Oc1cccc(N(C)C)c1)NC(=O)C21CCN(C(=O)C(C)C)CC1	2.5%[176 µM]
COc1cc(-c2c(C#N)c(N)nc3c2c(=O)nc2sccn23)ccc1OCc1cccc(C)c1	-0.2%
CCN(CC)C[C@H]1CN2CC[C@H]1C[C@@H]2CNC(=O)Nc1ccccc1	19.1%[176 µM]
More results
SMILES	ALOX12 inh
NCCc1cccc(N)n1	-41.0%
Cc1ccccc1-c1ccc2n(c1=O)C[C@H]1C[C@@H]2CN(C(=O)CCC(=O)O)C1	4.7%[176 µM]
Cc1nc(C2CCCC2)cc([C@H]2CN3CC[C@H]2C[C@@H]3CNC(=O)CCCC(=O)O)n1	43.2%[activator][176 µM]
Cn1cc(CNCC2(CO)C[C@@H](O)[C@@H](O)C2)c2ccccc21 (some centres undefined)	u
COCCn1c(C)cc(C(=O)NC2CCc3nnc(C4CC4)n3CC2)c1C (centres undefined)	21.3%
O=C(NC[C@H]1C[C@@H]2CCN1C[C@@H]2CN1CCSCC1)c1ccccc1	41.7%[activator][176 µM]
COc1ccc(-c2cc([C@H]3CN4CC[C@H]3C[C@@H]4COC(=O)NC(C)C)n(C)n2)cc1	u
C=CCN(C)C(=O)[C@H]1CN2CCC1C[C@@H]2Cn1cc(-c2ccccc2)nn1 (some centres undefined)	17.0%[176 µM]
O=[S+]1([O-])NCC2(CCN(CC3CCCCC3)C2)Oc2ncccc21 (centres undefined)	5.0%[6.33 µM]
CC1CCCC(=O)CCCCCc2cc(O)cc(O)c2C(=O)O1 (centres undefined)	u
Cc1ncc2c(n1)C[C@@H]1CC[C@H]2N1C(=O)c1cnccn1	29.6%
Cc1nc(-c2ccco2)cc([C@H]2CN3CC[C@H]2C[C@@H]3CNCC2CCCCC2)n1	3.0%[176 µM]
C=C[C@H]1CN2CC[C@H]1C[C@@H]2CNC(=O)CSCC(=O)O	39.7%[activator][176 µM]
CCCc1nc(C(=O)N2C[C@@H](c3ccc(F)cc3)[C@@H]3[C@H]2C2CCN3CC2)cs1	-0.6%
O=C(NCc1ccc2c(c1)OCO2)[C@H]1CN2CCC1C[C@@H]2Cn1cc(CC2CCCCC2)nn1 (some centres undefined)	35.3%
CN1C2CCC1CC(C(=O)OC(CO)c1ccccc1)C2 (centres undefined)	-17.0%
Cc1ccccc1-c1ccc2n(c1=O)C[C@H]1C[C@@H]2CN(C(=O)NC(C)C)C1	u
CCn1cc(C(=O)NC2CCC(C)CC2)c2ccccc21 (centres undefined)	27.9%
c1cncc(CN2CCNCC2)c1	-24.5%
COC(=O)N1CCN(C(=O)Cc2ccc(Cl)c(Cl)c2)[C@H](CN2CCCC2)C1	u
CN1CC2(Cc3c1ccc1ccccc31)C(=O)NC(=O)N(C(C)(C)C)C2=O (centres undefined)	u
Cc1ncc2c(n1)C[C@@H]1CC[C@H]2N1C(=O)c1ccccn1	21.3%
COc1cccc(CC(=O)N2[C@H]3CC[C@@H]2c2cnc(-c4ccc(F)cc4)nc2C3)c1	28.9%
Cc1ncc2c(n1)C[C@@H]1CC[C@H]2N1C(=O)c1ccnn1C	-3.4%
O=C(O)C1=CCCN(CCOC(c2ccc(C(F)(F)F)cc2)c2ccc(C(F)(F)F)cc2)C1	u
The results go on.
SMILES	ALOX12 inh
CC(C)(C)NC(=O)N1[C@H]2CC[C@@H]1c1cnc(-c3ccccc3)nc1C2	-2.2%
O=C(NCC[C@@H]1C[C@@H]2C=C[C@H]1C2)c1cn(Cc2ccccc2Cl)nn1	8.9%
COc1ccc(C(=O)NC[C@H]2C[C@@H]3CCN2C[C@@H]3c2cc(-c3ccc(F)cc3)nn2C)cc1	19.0%
Cc1ncc2c(n1)C[C@@H]1CC[C@H]2N1C(=O)CCC1CCCC1	16.8%
O=C1Nc2ccccc2C12CCN(Cc1ccsc1)CC2	-4.0%[12.5 µM]
O=C(NCCN1CCC2(CC1)C(=O)NCN2c1ccccc1)c1cccnc1Cl	1.1%
CCOC(=O)c1c(C)n(Cc2ccccc2Cl)c2ccc(O)cc12	20µM*
C=C[C@@H]1CN2CCC1C[C@@H]2[C@@H](O)c1ccnc2ccccc12 (some centres undefined)	u
COc1ccc(-c2cc([C@H]3CN4CC[C@H]3C[C@@H]4CNS(=O)(=O)c3ccc(C)cc3)n(C)n2)cc1OC	27.2%
COC(=O)[C@H]1[C@H](CO)[C@H]2Cn3c(cccc3=O)[C@@H]1N2C(=O)c1ccccn1	u
CCCNC1CNC1	u
COc1ccccc1-c1cc([C@H]2CN3CC[C@H]2C[C@@H]3CNC(=O)c2ccco2)n(C)n1	51.2%[activator][176 µM]
COc1cc(NC(=O)OC[C@H]2C[C@@H]3CCN2C[C@@H]3c2cc(-c3ccc(N(C)C)cc3)nc(C)n2)cc(OC)c1	44.7µM*
CN1Cc2ccccc2-n2ccnc2C12CCN(C(=O)c1ccoc1)CC2	45.5%[activator]
c1ccc2c(CCNCC3CCCCC3)c[nH]c2c1	-11.0%
CN(C1CCNCC1)C1CCOCC1	5.3%
COc1cc2c(cc1OCc1ccccc1)N(C(=O)c1ccccc1OC)CC21CCN(C)CC1	-6.1%
COc1ccc(S(=O)(=O)N2C[C@@H]3C[C@H](C2)c2ccc(-c4ccccc4C)c(=O)n2C3)cc1	52.2%[activator]
CC1CCN(CC(=O)Nc2ccc(C#N)c(Cl)c2)CC1	0.7%
COc1cc(/C=C(/C)[N+](=O)[O-])cc(OC)c1OC	u
O=C(NC1CCCCC1)[C@H]1CN2CC[C@H]1C[C@@H]2Cn1cc(C2(O)CCCCC2)nn1	1.2%[176 µM]
CNCc1cccnc1	u
CC(C)NC(=O)NC[C@H]1C[C@@H]2CCN1C[C@@H]2c1cc(-c2ccccc2)nn1C	64.3%[activator][176 µM]
COc1ccc(CNC(=O)N2[C@H]3CC[C@@H]2c2cncnc2C3)cc1	22.0%
CC1OC(OC2C(O)CC(OC3C(O)CC(OC4CCC5(C)C(CC[C@@H]6[C@@H]5CCC5(C)C(C7=CC(=O)OC7)CCC65O)C4)OC3C)OC2C)CC(O)C1O (some centres undefined)	4.5%

6 compounds drawn at random from the list so far:
SMILES	ALOX12 inh
COC(=O)[C@H]1[C@H](CO)[C@H]2Cn3c(cccc3=O)[C@@H]1N2C(=O)c1ccccn1	u
CN(C)CCN(C)C[C@H]1CN2CC[C@H]1C[C@@H]2CNC(=O)c1ccc(N(C)C)cc1	43.5%[activator][176 µM]
COc1cc2c(cc1Oc1cccc(N(C)C)c1)NC(=O)C21CCN(C(=O)C(C)C)CC1	2.5%[176 µM]
CCCc1nc(C(=O)N2C[C@@H](c3ccc(F)cc3)[C@@H]3[C@H]2C2CCN3CC2)cs1	-0.6%
Cc1ccc(-n2cccc2CC(=O)N2CCN(C3CCN(C)CC3)CC2)cc1	u
Cn1nc(C(=O)N[C@@H]2COCC[C@@H]2OCc2cscn2)c2ccccc21	19.1%

Later entries.
SMILES	ALOX12 inh
CSCC(=O)N1C[C@@H]2C[C@H](C1)c1ccc(-c3cccc(C(F)(F)F)c3)c(=O)n1C2	-8.8%[176 µM]
C=C[C@H]1CN2CC[C@H]1C[C@@H]2CNC(=O)Nc1cccc(SC)c1	32.5%[activator][176 µM]
O=[S+]1([O-])NCC2(CCN(Cc3ccncc3)C2)Oc2ncccc21 (centres undefined)	10.1%[6.33 µM]
c1cncc(C2CCCCN2Cc2cc3n(n2)CCNC3)c1 (centres undefined)	-7.3%
C=C[C@H]1CN2CC[C@H]1C[C@@H]2CNC(=O)Nc1ccc(Br)cc1	-7.6%[176 µM]
CCn1ccc(C(=O)N2[C@H]3CC[C@@H]2c2cnc(C)nc2C3)n1	-2.2%
Cc1cccc(CC(=O)N2[C@H]3CC[C@@H]2c2cnc(-c4ccc(F)cc4)nc2C3)c1	15.6%
CSC(C)C(=O)NC(C)Cc1ccc(Br)cc1 (centres undefined)	-28.4%
COCC1CN(C2CCC2)CC12CCN(Cc1ccncc1)CC2 (centres undefined)	95.5%[activator]
COc1ccc2c(c1)C1(CCN(S(=O)(=O)c3ccc(C)cc3)C1)C(=O)N2C (centres undefined)	-10.4%
Cc1cc(O)c2c(C)c(CC(=O)N3CCN(Cc4ccccc4)CC3)c(=O)oc2c1	u
CC1CC(=O)C2CCCCC2N1 (centres undefined)	18.5%
CC[C@H]1C=CC=CC[C@@H](C)[C@H](O)[C@@](C)(O)C(=O)[C@@H](C)[C@H](O)[C@@H](C)C(=O)[C@@H](C)[C@H](O)[C@@H](C)C=CC(=O)O[C@@H]2[C@@H](C)[C@H](CC1)O[C@]1(CC[C@H](C)[C@H](C[C@@H](C)O)O1)[C@H]2C	u
O=C(c1ccc(C(F)(F)F)cc1)N1CCC(C(=O)O)(c2ccccc2)CC1	2.6%[6.33 µM]
COc1cc(C)cc2oc(=O)c(CC(=O)N3CCN(CCc4ccccn4)CC3)c(C)c12	-2.3%
Cc1ccc(NC(=O)N2C[C@@H]3C[C@H](C2)c2c(-c4ccccc4F)ccc(=O)n2C3)cc1	7.3%[176 µM]
Cc1nc(-c2ccc(N(C)C)cc2)cc([C@H]2CN3CC[C@H]2C[C@@H]3CNC(=O)C2CCC2)n1	33.5%[176 µM]
CCNCCc1ccccc1	-0.1%
C#CCCN1CCN(C(=O)Cc2nn(C)c(=O)c3ccccc23)CC1	-12.1%
Cn1nc(C2CCCCC2)cc1[C@H]1CN2CC[C@H]1C[C@@H]2CNC(=O)Nc1cccc(C#N)c1	7.9%
CCOc1ccc(C(=O)N2CCC3(CC2)c2nccn2-c2ccccc2CN3C)cc1	34.3%[activator]
COc1cccc2cc(-c3ccc(OCC(=O)N4CCN(C)CC4)cc3)c(=O)oc12	1.5%
Cc1ccc(S(=O)(=O)NC[C@H]2C[C@@H]3CCN2C[C@@H]3CN2CCN(c3ccccn3)CC2)cc1	-14.2%
O=C(O)[C@@H]1Cc2[nH]cnc2C(c2cccnc2)N1 (some centres undefined)	88.9%[activator]
CN1CC2(c3ccccc3)CN(C)CC(c3ccccc3)(C1)C2=O	u
C=C[C@H]1CN2CC[C@H]1C[C@@H]2CNS(=O)(=O)c1cccs1	3.0%[176 µM]
c1ccc(CN2CCCC3(CC(c4ccccn4)=NO3)C2)nc1 (centres undefined)	-3.2%[6.33 µM]
CC(C)[C@]12O[C@@H]1[C@@H]1O[C@]13[C@]1(O[C@H]1C[C@@H]1C4=C(CC[C@@]13C)C(=O)OC4)[C@H]2O	3.2%
CCC(CC)c1cc([C@H]2CN3CC[C@H]2C[C@@H]3CNC2CCN(C(C)=O)CC2)nc(-c2ccncc2)n1	96.6%[activator]
Cc1nc(-c2ccccc2Br)cc([C@H]2CN3CC[C@H]2C[C@@H]3CNC(=O)NC2CCCCC2)n1	u

Single entries from above.
COC1CC(OC2CCC3(C)C(CC[C@@H]4[C@@H]3CCC3(C)C(C5=CC(=O)OC5)C(OC(C)=O)CC43O)C2)OC(C)C1O (some centres undefined) @ ALOX12 inh: -4.4%
Cc1ncc2c(n1)C[C@@H]1CC[C@H]2N1S(=O)(=O)Cc1ccccc1 @ ALOX12 inh: 23.4%

Entries shown so far containing a tert-butyl group, in the order listed:
SMILES	ALOX12 inh
CN1CC2(Cc3c1ccc1ccccc31)C(=O)NC(=O)N(C(C)(C)C)C2=O (centres undefined)	u
CC(C)(C)NC(=O)N1[C@H]2CC[C@@H]1c1cnc(-c3ccccc3)nc1C2	-2.2%
